Source: PubChem BioAssay (The Scripps Research Institute Molecular Screening Center)
MITF primary – blocks human microphthalmia-associated transcription factor; 650,000 compounds, 0.91% hits; AlphaScreen MITF homodimerization, bead proximity signal; O75030; inhibition, % at 2.6 µM; in the data active = inhibition above about 50%;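 also: 0% = vehicle wells with protein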
Target sequence (O75030 whole entry, looked up): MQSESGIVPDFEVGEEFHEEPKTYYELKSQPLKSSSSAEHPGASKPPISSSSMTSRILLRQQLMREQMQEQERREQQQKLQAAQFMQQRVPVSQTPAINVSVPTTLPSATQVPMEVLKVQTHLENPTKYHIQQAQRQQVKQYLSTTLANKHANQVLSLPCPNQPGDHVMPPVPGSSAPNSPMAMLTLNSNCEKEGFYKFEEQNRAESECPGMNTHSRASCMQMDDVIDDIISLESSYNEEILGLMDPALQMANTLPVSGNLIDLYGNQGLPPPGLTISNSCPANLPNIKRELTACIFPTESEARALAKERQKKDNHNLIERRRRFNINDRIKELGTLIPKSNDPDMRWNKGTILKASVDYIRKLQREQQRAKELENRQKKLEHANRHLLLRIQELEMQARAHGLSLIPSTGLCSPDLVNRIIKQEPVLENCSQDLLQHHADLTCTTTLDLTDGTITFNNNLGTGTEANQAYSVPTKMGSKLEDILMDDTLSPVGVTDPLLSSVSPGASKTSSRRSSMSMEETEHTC
GPR151 ag – activates the human receptor GPR151; Q8TDV0; activation, % at 11.2 µM; PathHunter beta-arrestin GPR151 cells, luminescence; 650,000 compounds, 1% hits; in the data active = activation above about 4.9%;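 also: 0% = median of compound wells and 100% = cells with positive control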
Target sequence (Q8TDV0 whole entry, looked up): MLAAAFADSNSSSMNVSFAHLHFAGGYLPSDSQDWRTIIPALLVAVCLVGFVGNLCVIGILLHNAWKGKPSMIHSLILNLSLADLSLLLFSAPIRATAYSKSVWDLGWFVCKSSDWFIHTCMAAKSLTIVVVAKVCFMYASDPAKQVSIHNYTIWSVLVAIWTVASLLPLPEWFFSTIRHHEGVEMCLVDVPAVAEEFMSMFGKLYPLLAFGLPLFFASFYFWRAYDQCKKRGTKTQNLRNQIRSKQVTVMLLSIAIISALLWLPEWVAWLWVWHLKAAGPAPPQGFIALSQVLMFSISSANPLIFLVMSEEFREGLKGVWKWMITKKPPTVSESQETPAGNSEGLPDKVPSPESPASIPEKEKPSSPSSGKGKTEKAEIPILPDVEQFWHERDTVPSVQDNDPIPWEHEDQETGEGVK
FBW7 activator – activators of human E3 ligase FBW7. normalized activity (activation), % at 26.1 µM. 650,000 compounds, 0.13% hits. Q969H0. AlphaScreen FBW7–phospho-cyclin E peptide binding, activator screen; in the data active = normalized activity above about 1.9%;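 also: purified mutant Fbw7 with reduced substrate affinity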
TEAD-YAP inh – TEAD-YAP interaction inhibition. HEK-TIYL cells, TEAD-Gal4/YAP UAS-luciferase luminescence. inhibition, % at 9.12 µM. 640,000 compounds, 1.4% hits; in the data active = inhibition above about 32%;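 also: 0% = median of test compound wells and 100% = reference inhibitor wells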
An asterisk follows results filed as active; & = joins results of further samples. This is a subset, so the mix of outcomes need not match the whole.

A first look, 4 compounds:
`N#CC1=C(N)Oc2c(c(=O)oc3ccccc23)C1c1ccc(Cl)cc1` (centres undefined) gave MITF primary 9, GPR151 ag -0.3, FBW7 activator 0.2 and TEAD-YAP inh 8.
`COc1ccc(CCN(C)Cn2cnc3ccccc32)cc1OC` gave MITF primary 5, GPR151 ag 1.6, FBW7 activator 0.2 and TEAD-YAP inh 0.
`COc1ccc(CNCCC2(c3ccccc3)CCOC(C)(C)C2)cc1OC` (centres undefined) gave MITF primary 3, GPR151 ag 2.2, FBW7 activator 0.1 and TEAD-YAP inh 0.
`COc1cc(CN2CCN(C(C)C)CC2)cc(OC)c1O` gave MITF primary 71*, GPR151 ag -1.5, FBW7 activator -0.1 and TEAD-YAP inh -11.

All compounds of this part, from the start:
`N#CC1=C(N)Oc2c(c(=O)oc3ccccc23)C1c1ccc(Cl)cc1` (centres undefined) gave MITF primary 9, GPR151 ag -0.3, FBW7 activator 0.2 and TEAD-YAP inh 8.
`COc1ccc(CCN(C)Cn2cnc3ccccc32)cc1OC` gave MITF primary 5, GPR151 ag 1.6, FBW7 activator 0.2 and TEAD-YAP inh 0.
`COc1ccc(CNCCC2(c3ccccc3)CCOC(C)(C)C2)cc1OC` (centres undefined) gave MITF primary 3, GPR151 ag 2.2, FBW7 activator 0.1 and TEAD-YAP inh 0.
`COc1cc(CN2CCN(C(C)C)CC2)cc(OC)c1O` gave MITF primary 71*, GPR151 ag -1.5, FBW7 activator -0.1 and TEAD-YAP inh -11.
Fc1cccc(C2NCCc3[nH]cnc32)c1 (centres undefined) was read as MITF primary -10, GPR151 ag 1.5, FBW7 activator -0.1 and TEAD-YAP inh -2.
For CCCOC(=O)COc1cc(C)cc2oc(=O)c3c(c12)CCCC3 the results were MITF primary 0, GPR151 ag 0.7, FBW7 activator -0.1 and TEAD-YAP inh 4.
`CCCCn1c(C)c(C(=O)O)c2cc(OC)ccc21` gave MITF primary 9, GPR151 ag -1.3, FBW7 activator 0.1 and TEAD-YAP inh 14.
`CC(=O)c1ccc(C(=O)Nc2ccc(Br)cc2C(=O)c2ccccc2Cl)cc1` gave MITF primary 6, GPR151 ag -1.8, FBW7 activator -0.1 and TEAD-YAP inh -7.
`CN(C)C(=O)Oc1ccc2cc(-c3ccc(Cl)cc3)c(=O)oc2c1` gave MITF primary -4, GPR151 ag -2.1, FBW7 activator -0.1 and TEAD-YAP inh -19.
N#Cc1cc2c(nc1SCC(=O)Nc1ccc(F)cc1)N1CCC2CC1 was read as MITF primary -2, GPR151 ag 1.7, FBW7 activator 0.1 and TEAD-YAP inh -34.
O=[N+]([O-])C12CN3CN(CN(C3)C1)C2 was read as MITF primary 12, GPR151 ag -1.2, FBW7 activator 0.0 and TEAD-YAP inh -9.
CC(C)(C)c1[nH]nc2c1C(c1ccc(F)c(Br)c1)C(C#N)=C(N)O2 (centres undefined) was read as MITF primary 2, GPR151 ag -0.6, FBW7 activator -0.1 and TEAD-YAP inh 4.
Screening Cc1ccc2c(c1)c(=O)c1c3n2CCN(CC#N)C3CC1 (centres undefined) returned MITF primary 8, GPR151 ag 1.2, FBW7 activator 0.8 and TEAD-YAP inh -3.
CN1CCN(C(=O)O[C@H]2c3nccnc3C(=O)N2c2ccc(Cl)cn2)CC1 was read as MITF primary -8&26, GPR151 ag 2.5&0.6, FBW7 activator 0.0&0.3 and TEAD-YAP inh -1.
Cn1cccc1/C=C1\C(=O)NC(=O)N(Cc2ccccc2Cl)C1=O was read as MITF primary 3, GPR151 ag -0.4, FBW7 activator -0.3 and TEAD-YAP inh 10.
`OCC[n+]1c2ccccc2nc2ccc(N3CCOCC3)cc21` gave MITF primary 8, GPR151 ag -2.8, FBW7 activator -0.7 and TEAD-YAP inh 3.
CC1=C(C(=O)OC(C)(C)C)C2(C(=O)Nc3ccccc32)C(C(=O)OC(C)(C)C)=C(N)O1 (centres undefined) was read as MITF primary -8, GPR151 ag -0.8, FBW7 activator -0.1 and TEAD-YAP inh 5.
For CCN1CCN(C(=O)Cc2cccc3ccccc23)CC1 the results were MITF primary -9, GPR151 ag -0.8, FBW7 activator -0.2 and TEAD-YAP inh -10.
`CC(=O)Oc1ccc(C(=O)Nc2ccc(Cl)cc2C(=O)c2ccccc2)cc1` gave MITF primary 12, GPR151 ag 0.8, FBW7 activator -0.1 and TEAD-YAP inh 1.
`CN1CCN(c2ccc([N+](=O)[O-])c(Sc3nccn3C)c2)CC1` gave MITF primary 3, GPR151 ag -1.1, FBW7 activator -0.2 and TEAD-YAP inh -7.
`Cc1ccc(S(=O)(=O)ON2CC2(C(F)(F)F)C(F)(F)F)cc1` (centres undefined) gave MITF primary 1, GPR151 ag -0.9, FBW7 activator -0.1 and TEAD-YAP inh -2.
Screening Cc1cc(C)cc(C(=O)OC2CC3CCC(C2)N3C)c1 (centres undefined) returned MITF primary -11&6, GPR151 ag -0.5&1.5, FBW7 activator 0.0&0.1 and TEAD-YAP inh 4.
Screening CCCCOC(=O)C1=C(N)OC2=C(C(=O)CC(C)(C)C2)C12C(=O)Nc1ccccc12 (centres undefined) returned MITF primary -11, GPR151 ag 4.4, FBW7 activator 0.0 and TEAD-YAP inh 4.
CCN1CC2([N+](=O)[O-])CC=C(Br)C([N+](=O)[O-])(C1)C2 (centres undefined) was read as MITF primary 6, GPR151 ag -0.8, FBW7 activator 0.0 and TEAD-YAP inh 10.
CCCCOC(=O)c1c(N)n(CCCOC)c2nc3ccccc3nc12 was read as MITF primary 16, GPR151 ag 0.6, FBW7 activator 0.3 and TEAD-YAP inh 6.
Cc1ccc(-n2c(CNCc3cccnc3)nc3ccccc3c2=O)cc1 was read as MITF primary -8, GPR151 ag -2.0, FBW7 activator -0.1 and TEAD-YAP inh -32.
`C=CCC(C(=O)c1ccccc1)N1CCCCC1` (centres undefined) gave MITF primary 9, GPR151 ag -0.2, FBW7 activator 0.1 and TEAD-YAP inh -2.
Screening CCCCn1c(=O)c(C(=O)Nc2nc3ccc(Cl)cc3s2)c(O)c2ccccc21 returned MITF primary -7, GPR151 ag 1.0, FBW7 activator 0.0 and TEAD-YAP inh -1.
CNc1ccc(C)cc1C(=O)c1ccc(Br)cc1 was read as MITF primary 14, GPR151 ag -2.2, FBW7 activator -0.1 and TEAD-YAP inh 12.
Screening Cc1c(C(=O)OCC(C)(C)CN(C)C)oc2ccccc12 returned MITF primary 12, GPR151 ag 0.4, FBW7 activator 0.4 and TEAD-YAP inh 4.
`COC(=O)C(O)(c1cc(C)c2cccnc2c1O)C(F)(F)F` (centres undefined) gave MITF primary 46, GPR151 ag -0.6, FBW7 activator -0.5 and TEAD-YAP inh 10.
For CCOc1ccc(CN2CCN(CC(C)(C)C)C(CCO)C2)cc1 (centres undefined) the results were MITF primary -11, GPR151 ag -0.5, FBW7 activator -0.1 and TEAD-YAP inh 4.
For Cc1nn(Cc2ccccc2)c(C)c1C=C1C(=O)NC(=S)NC1=O the results were MITF primary -5, GPR151 ag 0.4, FBW7 activator -0.2 and TEAD-YAP inh 3.
Screening C=CCOC(=O)C1C2NC(=S)N(CCOC)C1(C)Oc1c(OC)cccc12 (centres undefined) returned MITF primary 11, GPR151 ag 1.9, FBW7 activator 0.0 and TEAD-YAP inh -1.
Screening OCC1OC(Oc2ccc(Br)cc2)C(O)C(O)C1O (centres undefined) returned MITF primary -1, GPR151 ag -0.2, FBW7 activator -0.1 and TEAD-YAP inh -5.
COc1ccc(-c2nn(CCC#N)cc2C(N)=O)cc1 was read as MITF primary 10, GPR151 ag -1.1, FBW7 activator 0.5 and TEAD-YAP inh 5.
Screening Cc1ccccc1CNCCc1c[nH]c2ccccc12 returned MITF primary 18, GPR151 ag -0.5, FBW7 activator 0.1 and TEAD-YAP inh 10.
For COc1ccc(CN2CCN(CC(C)C)C(CCO)C2)cc1 (centres undefined) the results were MITF primary 2, GPR151 ag 1.3, FBW7 activator 0.0 and TEAD-YAP inh -6.
`CN1CCC(N(C)c2nc(N)ncc2[N+](=O)[O-])CC1` gave MITF primary 4, GPR151 ag 0.2, FBW7 activator 0.0 and TEAD-YAP inh 3.
`O=c1[nH]c(O)c(C=Nc2ccccc2Sc2ccccc2)c(=O)[nH]1` gave MITF primary 3, GPR151 ag -0.7, FBW7 activator -0.2 and TEAD-YAP inh 13.
`CC[n+]1c(Cc2nn3c(C)cc(C)nc3[n+]2CC)nn2c(C)cc(C)nc21` gave MITF primary 17, GPR151 ag 3.6, FBW7 activator 0.1 and TEAD-YAP inh -5.
CN1CCC2(CC1)C(C#N)=C(N)NC(S)=C2C#N was read as MITF primary 12, GPR151 ag 0.3, FBW7 activator -0.2 and TEAD-YAP inh -5.
CN1C(=O)NC(=O)/C(=C/c2ccc(-c3ccccc3[N+](=O)[O-])o2)C1=O was read as MITF primary 1, GPR151 ag 5.0*, FBW7 activator -0.1 and TEAD-YAP inh 4.
Screening Cc1cccc(N=Cc2c(O)n(-c3ccccc3C)c(=O)[nH]c2=O)c1 returned MITF primary 0&-6, GPR151 ag -0.4&0.4, FBW7 activator -0.1&0.0 and TEAD-YAP inh 6&3.
`CCc1c(C)nc(N)nc1N1N=C1SCC#N` gave MITF primary -17, GPR151 ag 2.4, FBW7 activator 0.1 and TEAD-YAP inh 5.
Screening COc1ccc(-c2nc(CSCC(=O)N3CCC4(CC3)OCCO4)c(C)o2)cc1OC returned MITF primary 0, GPR151 ag 0.2, FBW7 activator 0.3 and TEAD-YAP inh -6.
Cc1cc(-n2c(/C=C/c3ccc(Br)s3)nc3ccccc3c2=O)ccc1Br was read as MITF primary 13, GPR151 ag 1.0, FBW7 activator 0.0 and TEAD-YAP inh -1.
Screening N#Cc1ccc(NC(=O)c2ccc3c(c2)S(=O)(=O)c2ccccc2C3=O)cc1Cl returned MITF primary 4, GPR151 ag 0.4, FBW7 activator -0.1 and TEAD-YAP inh 0.
Cc1nc2ccccc2c(=O)n1-c1ccc(Br)cn1 was read as MITF primary 10, GPR151 ag 2.3, FBW7 activator 0.1 and TEAD-YAP inh -32.
COc1cc(/C=C/[N+](=O)[O-])cc(Br)c1OC(C)=O was read as MITF primary 14, GPR151 ag -0.3, FBW7 activator 0.1 and TEAD-YAP inh -1.
`COc1cccc(CN2CCN(c3ccccc3F)CC2)c1` gave MITF primary 31, GPR151 ag -0.2, FBW7 activator 0.0 and TEAD-YAP inh 4.
`Cc1ccc(N=Nc2c(O)[nH]c(=O)[nH]c2=O)c([N+](=O)[O-])c1` gave MITF primary 11, GPR151 ag -0.3, FBW7 activator 0.2 and TEAD-YAP inh 12.
CN1CCN(Cc2ccc(C(F)(F)F)cc2)CC1 was read as MITF primary 56*, GPR151 ag -0.3, FBW7 activator 0.0 and TEAD-YAP inh 1.
Screening CN1CCc2c(C#N)c(N)n(N)c(=S)c2C1 returned MITF primary 6, GPR151 ag 1.4, FBW7 activator -0.4 and TEAD-YAP inh 3.
O=c1[nH]c(N2CCNCC2)nc2c1CCCC2 was read as MITF primary 0, GPR151 ag -0.7, FBW7 activator 0.3 and TEAD-YAP inh 12.
`CCC(=O)OC1(Cc2ccc(CC)cc2)CC(C)N(C)CC1C` (centres undefined) gave MITF primary 2, GPR151 ag 0.2, FBW7 activator -0.2 and TEAD-YAP inh 0.
c1ccc(C2=NCCN3C2C3c2ccccc2)cc1 (centres undefined) was read as MITF primary -5, GPR151 ag 1.7, FBW7 activator -0.2 and TEAD-YAP inh 1.
For CC(C)c1ccccc1NC1=NCCCS1 the results were MITF primary 2, GPR151 ag 0.5, FBW7 activator 0.0 and TEAD-YAP inh 0.
For COc1ccc(Cl)cc1C(=O)Nc1ccc(Br)cc1C(=O)c1ccccc1 the results were MITF primary -13, GPR151 ag 1.0, FBW7 activator 0.0 and TEAD-YAP inh -2.
Screening CC1(C)CC2(CCCNC2)CCO1 (centres undefined) returned MITF primary 9, GPR151 ag 0.2, FBW7 activator 0.6 and TEAD-YAP inh 4.
CCC(C)N1CCN(C(=O)COc2ccccc2)CC1 (centres undefined) was read as MITF primary 43, GPR151 ag -0.3, FBW7 activator -0.1 and TEAD-YAP inh -4.
CCN(CC)CCCOC(=O)C(OC)(c1ccccc1)c1ccccc1 was read as MITF primary 1, GPR151 ag 0.1, FBW7 activator -0.1 and TEAD-YAP inh 1.
O=c1[nH]c(CN2CCNCC2)nc2ccccc12 was read as MITF primary 4, GPR151 ag 0.7, FBW7 activator 0.0 and TEAD-YAP inh 12.
For CCOc1ccc(-n2c(=S)[nH]c3ccc(Br)cc3c2=O)cc1 the results were MITF primary 11, GPR151 ag -1.0, FBW7 activator 1.0 and TEAD-YAP inh -11.

Pulled by structure from the list above (5):
`CC(=O)Oc1ccc(C(=O)Nc2ccc(Cl)cc2C(=O)c2ccccc2)cc1` gave MITF primary 12, GPR151 ag 0.8, FBW7 activator -0.1 and TEAD-YAP inh 1.
CCCCOC(=O)c1c(N)n(CCCOC)c2nc3ccccc3nc12 was read as MITF primary 16, GPR151 ag 0.6, FBW7 activator 0.3 and TEAD-YAP inh 6.
`CCc1c(C)nc(N)nc1N1N=C1SCC#N` gave MITF primary -17, GPR151 ag 2.4, FBW7 activator 0.1 and TEAD-YAP inh 5.
`C=CCC(C(=O)c1ccccc1)N1CCCCC1` (centres undefined) gave MITF primary 9, GPR151 ag -0.2, FBW7 activator 0.1 and TEAD-YAP inh -2.
`CN(C)C(=O)Oc1ccc2cc(-c3ccc(Cl)cc3)c(=O)oc2c1` gave MITF primary -4, GPR151 ag -2.1, FBW7 activator -0.1 and TEAD-YAP inh -19.
